Screening results as filed in PubChem.
tim23-1 inh – inhibits growth of tim23-1 mutant yeast | inhibition, % at 20 µM | S. cerevisiae tim23-1 growth, BacTiter-Glo luminescence, 24 h | actives 1.3% (n = 330,000);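 active = growth inhibition of the mutant yeast at or above 50%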;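 note: temperature-sensitive mutant grown at 25 °C; plate controls were DMSO-treated mutant yeast for no effect and medium wells lacking yeast for full effect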
APJ agonist – agonists of human APJ apelin receptor. CHO-K1 APJ PathHunter beta-arrestin, luminescence; 0% DMSO wells, 100% apelin. P35414. activation, % at 20 µM. actives 0.11% (n = 330,000);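 active = activation more than six SD over the plate average, tested at 20 µM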;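 note: 0% = DMSO alone and 100% = apelin-13 at 10 nM; some results filed as inactive read as strong as hits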
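Test system – PathHunter CHO-K1 APJ (AGTRL-1) beta-arrestin reporter cells · Input – 1000 cells/well · Compound – single test compound dose, 20 µM final, 1% DMSO · Times – compound stimulation 90 min at 25 °C, detection 60 min · Technique – beta-gal luminescence · Read-out basis – APJ–arrestin association signal · Control set – negative DMSO alone, positive Apelin-13 at 10 nM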
UPR CHOP act – activators of apoptotic arm of unfolded protein response (CHOP); CHO-CHOP luciferase reporter, UPR activation, luminescence; percent of tunicamycin response over DMSO baseline; activation, % at 10 µM; actives 0.34% (n = 330,000);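 active = at 10 µM dose, activation of 40% or more, normalized to positive control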;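 note: 100% = tunicamycin at 10 µg/mL and 0% = DMSO alone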
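assay system = CHO CHOP reporter cells | amount = 500 CHO-CHOP cells per well | buffer or medium = F12 with 10% FBS | incubation = 16-18 h cell attachment, then 6 h compound exposure, 37 °C | detection = luminescence read with Steady-Glo | read-out = percent activation relative to tunicamycin control | controls = tunicamycin high control, DMSO low control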
TIM10 inh – growth inhibitors of TIM10 yeast strain; inhibition, % at 10 µM; S. cerevisiae TIM10 strain growth, BacTiter-Glo luminescence, 24 h; AID 463195; actives 1.4% (n = 330,000);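 active = inhibition of 40% or more at the single tested concentration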;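 note: wild-type TIM10 isogenic control strain grown at permissive 25 °C; 0% = DMSO yeast wells and 100% = minimal medium wells without yeast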
CXCR6 inh – blocks human CXCR6 beta-arrestin recruitment; O00574; CHO-K1 PathHunter CXCR6 beta-arrestin, luminescence; inhibition, % at 20 µM; actives 0.36% (n = 360,000); AID 602244; in the data active = inhibition above about 34%, passing the limit was not always enough;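 note: antagonist mode with CXCL16 agonist at 10 nM final; 0% = 10 nM CXCL16 with DMSO and 100% = unstimulated wells without agonist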
APJ antag – antagonists of human APJ apelin receptor; P35414; CHO-K1 APJ beta-arrestin complementation, luminescence; inhibition, % at 20 µM; actives 0.32% (n = 330,000); AID 2521;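 active = inhibition above about 40% at 20 µM, limit read from the data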;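 note: cells challenged with 10 nM apelin-13 agonist together with compound; plate controls were apelin-13 plus DMSO wells for no effect and DMSO wells lacking apelin-13 for full effect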
Mdm2-MdmX inh – human Mdm2/MdmX binding inhibition. AID 485346. O15151+Q00987. actives 3% (n = 330,000). SaOS-2 split-luciferase Mdm2/MdmX complementation, luminescence. inhibition, % at 8 µM;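 active = inhibition of at least 50% at 8 µM in the primary screen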
Target sequence (O15151 whole entry, looked up): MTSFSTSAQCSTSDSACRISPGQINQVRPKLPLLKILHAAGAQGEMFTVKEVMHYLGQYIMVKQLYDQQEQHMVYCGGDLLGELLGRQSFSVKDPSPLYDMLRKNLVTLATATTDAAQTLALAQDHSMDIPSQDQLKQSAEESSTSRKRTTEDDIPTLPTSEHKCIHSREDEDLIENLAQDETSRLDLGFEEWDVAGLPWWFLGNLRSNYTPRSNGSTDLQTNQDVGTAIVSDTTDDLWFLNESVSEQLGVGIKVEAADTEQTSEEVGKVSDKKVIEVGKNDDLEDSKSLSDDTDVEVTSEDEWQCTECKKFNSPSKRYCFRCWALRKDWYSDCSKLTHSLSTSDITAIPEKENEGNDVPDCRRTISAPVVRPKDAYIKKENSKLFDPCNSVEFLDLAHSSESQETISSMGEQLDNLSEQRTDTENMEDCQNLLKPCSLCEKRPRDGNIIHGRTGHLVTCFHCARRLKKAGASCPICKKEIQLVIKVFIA
Target sequence (Q00987 whole entry, looked up): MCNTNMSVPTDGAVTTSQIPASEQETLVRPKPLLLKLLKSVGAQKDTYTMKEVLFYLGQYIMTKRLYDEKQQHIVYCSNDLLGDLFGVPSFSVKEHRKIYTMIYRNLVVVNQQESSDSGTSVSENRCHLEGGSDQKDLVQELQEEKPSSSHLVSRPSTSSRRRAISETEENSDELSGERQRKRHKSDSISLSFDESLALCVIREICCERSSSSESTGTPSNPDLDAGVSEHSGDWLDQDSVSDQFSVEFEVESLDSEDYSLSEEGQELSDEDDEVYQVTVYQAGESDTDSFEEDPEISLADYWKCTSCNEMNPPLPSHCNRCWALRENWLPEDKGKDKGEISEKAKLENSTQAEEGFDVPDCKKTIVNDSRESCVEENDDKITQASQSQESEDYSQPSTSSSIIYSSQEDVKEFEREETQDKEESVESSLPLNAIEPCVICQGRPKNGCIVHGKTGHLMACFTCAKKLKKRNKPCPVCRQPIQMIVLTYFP
tim10-1 inh – growth inhibitors of tim10-1 mutant yeast; S. cerevisiae tim10-1 ts strain growth, BacTiter-Glo, 24 h; inhibition, % at 20 µM; actives 2.2% (n = 330,000); AID 463190;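 active = inhibition of at least 40%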;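 note: mutant grown at 25 °C; 0% = DMSO wells with yeast and 100% = wells holding no yeast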
XBP1 UPR activ – activators of adaptive arm of unfolded protein response (XBP1); AID 463104; CHO-XBP1 luciferase reporter, IRE1-XBP1 UPR activation, luminescence; percent of tunicamycin response, DMSO as zero; actives 0.33% (n = 330,000); activation, % at 20 µM;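 active = versus positive control, 20 µM dose yields 30% or more activation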;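 note: 100% = tunicamycin at 10 µg/mL and 0% = DMSO only wells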
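Material: IRE1-XBP1 luciferase reporter CHO line / Quantity: one thousand reporter cells per well / Buffer or medium: F12 with 10% serum / Compound: 20 µM single concentration, DMSO 1% / Times: 6 h treatment, 37 °C / Detection: Steady-Glo luciferase glow luminescence, 10 min after reagent addition / Benchmarks: tunicamycin high, DMSO low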
The depositor's hits bear a star; x = no result given. This is a subset; count on the stated rates, not on these rows.

SMILES	tim23-1 inh	APJ agonist	UPR CHOP act	TIM10 inh	CXCR6 inh	APJ antag	Mdm2-MdmX inh	tim10-1 inh	XBP1 UPR activ
CCC(CC)NC(=O)c1ccc(NS(=O)(=O)c2ccc3[nH]c(=O)[nH]c3c2)cc1	-8	-5	-0.8	1	-14	-10	2	-3	-2
COc1ccc([N+](=O)[O-])cc1NC(=O)c1cccs1	18	-2	-1.6	17	3	8	15	18	4
CCCCN(Cc1cc2ccccc2[nH]c1=O)S(C)(=O)=O	11	-2	-0.8	2	-2	-1	8	0	-2
CO/N=C/c1ccc(Sc2ccc(C)cc2)c([N+](=O)[O-])c1	9	-4	-4.4	7	2	-10	24	9	9
CN1CCN(S(=O)(=O)c2ccc(NC(=O)c3ccccc3Cl)cc2)CC1	6	0	-1.5	-6	-8	-14	-2	-14	-5
COc1ccc(OC)c(NC(=S)N2CCC(C(O)(c3ccccc3)c3ccccc3)CC2)c1	22	-3	0.4	13	-9	7	10	13	-4
O=C(CCCn1c(=O)c2ccccc2n(CC(=O)NCc2ccco2)c1=O)NCc1ccco1	0	0	-1.3	-7	-5	5	26	-6	0
CCn1c(N2CCN(CC(=O)c3c(C)n(C)c4ccccc34)CC2)nc2c1c(=O)[nH]c(=O)n2C	11	0	-2.5	-1	0	11	8	4	-5
NS(=O)(=O)c1ccc(CCNCc2cc(Br)ccc2OCc2ccccc2F)cc1	16	2	6.1	0	-4	-19	23	32	1
Cc1cc(C)cc(OCC(=O)Nc2ccccc2C(=O)NCc2ccco2)c1	14	-5	-0.1	21	4	-2	-1	23	1
CNC(=S)NNC(=O)c1ccc(C(C)(C)C)cc1	6	-2	0.1	-7	7	1	-12	2	0
COc1ccc(Oc2nccc(OC)c2C#N)cc1	13	0	0.4	-9	-2	9	7	12	-1
Cc1cc(OCC(=O)NN2C(=O)c3ccccc3C2=O)ccc1Cl	32	2	0.5	12	5	1	11	22	-2
O=C(N/N=C/c1cccc([N+](=O)[O-])c1)c1cc2ccccc2o1	-25	3	2.8	-18	5	-12	19	1	2
C=CCNC(=O)c1onc(CSc2ccc(Cl)cc2)c1C(=O)NCC=C	30	8	0.2	-5	2	17	13	11	-1
CCC(CC)C(=O)OCC(=O)Nc1cccc(S(=O)(=O)N(C)c2ccccc2)c1	13	-3	-3.1	-5	0	-14	14	26	-4
Cc1ccc(/C=C/C(=O)Nc2cc(S(=O)(=O)N3CCOCC3)ccc2N2CCOCC2)cc1	11	1	-0.3	10	1	8	-7	5	-1
COc1cc(SC)ccc1C(=O)NC1CCCc2ccccc21 (configuration not stated)	12	-2	-0.6	-17	-3	-8	11	19	5
CC(NC(=O)c1cc2c(s1)CCCC2)C(C)(C)C (configuration not stated)	36	-3	1.2	15	1	-23	-8	9	0
CCOCCCNC(=O)COc1ccc(OC)cc1	11	4	-1.0	-15	-12	20	10	10	3
COc1cccc(-c2nc(CS(=O)(=O)CC(=O)NCCc3cc(OC)ccc3OC)c(C)o2)c1	17	3	-1.0	8	-1	-26	4	17	-5
Nc1ccc2nc(-c3ccccc3)sc2c1	41	-4	-4.6	24	-21	-6	-31	23	-4
COc1cc2[nH]c(C(=O)N(C)Cc3ccccc3)cc2c(OC)c1OC	25	-4	2.0	-4	7	-3	31	17	-4
COc1ccc(-c2cc(-c3ccco3)[nH]c(=O)c2C#N)cc1	2	1	-0.2	5	-1	-42	-2	1	-2
CN1C(=O)SC(Nc2ccccc2)C1=O (configuration not stated)	13	-2	-0.9	7	8	18	10	13	-1

Other compounds.
SMILES	tim23-1 inh	APJ agonist	UPR CHOP act	TIM10 inh	CXCR6 inh	APJ antag	Mdm2-MdmX inh	tim10-1 inh	XBP1 UPR activ
O=C(CN(Cc1ccc2c(c1)OCO2)C(=O)CNS(=O)(=O)c1ccccc1)NCc1ccco1	-4	1	-2.6	-23	2	6	17	-1	-3
O=C(Nc1cccc2cccnc12)c1ccc(Cl)cc1	24	-4	3.5	16	-1	9	-30	10	2
COC(=O)C1=C(N)Oc2cc(C)n(C)c(=O)c2C1c1ccc(Cl)cc1 (configuration not stated)	-18	2	-1.1	-24	-2	-6	-4	13	2
COCCCN1C(=O)/C(=C/c2ccc(CNS(=O)(=O)c3ccccc3)o2)C(C(=O)OC)=C1C	6	-3	1.1	-12	2	-8	23	-7	-3
COc1cccc2[nH]c3c(N4CC(C)CC(C)C4)ncnc3c12 (configuration not stated)	22	-4	1.7	33	x	5	34	38	2
COc1ccc(N(CC(=O)NCc2cccs2)S(=O)(=O)c2cccc(C)c2)cc1	25	0	-0.4	13	-4	-6	-2	22	-4
CC(=O)c1ccccc1NC(=O)CCNC(=O)c1ccco1	16	5	0.2	4	-4	-21	-23	30	9
COc1cc(CO)c(Br)cc1OCC(N)=O	12	-2	-1.7	0	-8	-14	-20	17	-1
O=C(COC(=O)/C=C/c1ccccc1)NC1CCCCCC1	14	-3	-0.4	19	2	13	12	28	0
COC(=O)c1c(C#N)c(N)nc2c1CCCC2	9	-4	-2.4	11	4	-2	25	11	8
COCCCN1C(=O)C(O)=C(C(=O)c2ccc(C)o2)C1c1cccc(Br)c1 (configuration not stated)	-7	-5	2.5	-1	3	0	12	-1	-3
C=CCN1CC(C)/C(=N\O)CC1C (configuration not stated)	-3	1	-2.2	3	2	1	24	-19	-2
CC(C)(C)c1ccc(NC(=O)COC(=O)c2ccc(CN3CCCC3=O)cc2)cc1	21	-2	2.4	12	-7	-18	19	2	2
O=C(O)c1ccccc1C(=O)NNc1cccc(Cl)n1	-2	-3	1.3	11	19	11	-30	6	1
Cc1ccc(CNS(=O)(=O)c2c(N)n(C)c(=O)n(C)c2=O)cc1	14	-7	1.0	6	-4	0	-1	10	0
CCCCOc1ccc(C(=O)N/C(=C\c2cccc([N+](=O)[O-])c2)C(=O)OC(C)C)cc1	-3	-3	4.5	-18	1	-6	4	8	0
Nc1cnc(Br)cc1Br	-5	-3	0.4	3	-1	7	14	12	0
CN(/C=C1/C(=O)CNC1=O)CCO	10	-2	-1.7	3	0	-13	3	7	-3
Cc1cc(C(=O)COC(=O)c2ccco2)c(C)n1Cc1ccco1	23	-1	-8.2	-4	2	-6	63*	-45	-12
C#CCOc1ccc(/C=C2/C(=O)N(c3cccc(C(=O)O)c3)N=C2C)cc1OC	17	-4	1.5	7	-6	0	16	-9	-2
CCOC(=O)N1CCN(S(=O)(=O)c2ccc(C(=O)NNc3nc4cc(C)cc(C)c4s3)cc2)CC1	11	-1	-0.4	-14	-8	7	79*	42*	4
COc1ccc(OC)c(N(CC(=O)N2CCOCC2)S(C)(=O)=O)c1	9	-2	5.3	-5	-3	-10	-11	6	-6
CC(C)(C)CNC(=O)c1cccc2c1C(=O)c1ccc(N3CCCC3)cc1S2(=O)=O	5	-1	3.0	1	-5	1	3	5	0
Cc1ccc(CNC(=O)C2CC2c2ccccc2)cc1 (configuration not stated)	4	-3	2.0	5	0	2	-16	15	2
CC(C)c1ccccc1OCC(=O)NCC(c1cccs1)N1CCOCC1 (configuration not stated)	28	-7	-1.5	20	-1	5	-7	33	2

Part of the list above, with each value named.
CC(C)(C)c1ccc(NC(=O)COC(=O)c2ccc(CN3CCCC3=O)cc2)cc1
  tim23-1 inh: 21	APJ agonist: -2	UPR CHOP act: 2.4	TIM10 inh: 12	CXCR6 inh: -7	APJ antag: -18	Mdm2-MdmX inh: 19	tim10-1 inh: 2	XBP1 UPR activ: 2

O=C(O)c1ccccc1C(=O)NNc1cccc(Cl)n1
  tim23-1 inh: -2	APJ agonist: -3	UPR CHOP act: 1.3	TIM10 inh: 11	CXCR6 inh: 19	APJ antag: 11	Mdm2-MdmX inh: -30	tim10-1 inh: 6	XBP1 UPR activ: 1

The listing continues.
SMILES	tim23-1 inh	APJ agonist	UPR CHOP act	TIM10 inh	CXCR6 inh	APJ antag	Mdm2-MdmX inh	tim10-1 inh	XBP1 UPR activ
Nc1cc(=O)[nH]c(SCCSc2ccc(F)cc2)n1	14	-4	1.4	-8	4	-1	9	-19	4
COc1ccc(/C=C2\CCn3c2nc2cc(C(=O)O)ccc2c3=O)cc1O	-5	-1	-0.2	-4	9	10	3	-4	-4
Cc1c(C(=O)N(Cc2ccccc2)Cc2cccnc2)cnn1-c1ccc(F)cc1	3	-1	5.0	-3	-10	26	21	14	-2
Nc1ccc(Cl)cc1C(=O)OCC(=O)NC1CCS(=O)(=O)C1 (configuration not stated)	-1	-4	2.5	-7	2	-6	19	12	-2
C=CC[C@H](CC(=O)OC(C)(C)C)C(=O)OC[C@H]1CCCN1C(=O)[C@H](CC=C)CC(=O)N(CCO)Cc1ccccc1	9	-3	1.6	5	3	14	17	0	0
CCc1cc2c(cc3c(=O)n(CC(=O)N4CCN(C)CC4)ncn32)s1	-4	-2	0.1	-10	0	5	14	-10	-1
CCOc1cc(C(=O)OCC(=O)N(C)c2ccccc2)cc(OCC)c1OCC	38	-1	0.2	15	0	28	11	29	1
Cc1ccc(C)c(N2CCN(S(=O)(=O)c3c(C(=O)N4CCCCC4)c(C)n(C)c3C)CC2)c1	12	1	2.4	-3	7	23	18	24	-4
CCn1nnc(NC(=O)COc2ccc(C3CCCCC3)cc2)n1	38	1	-1.3	14	4	-11	12	19	0
Cc1cc(=O)n2nc(N3CCCC(C(=O)NCc4ccccc4C)C3)sc2n1 (configuration not stated)	-4	-3	0.7	-1	-1	-6	7	2	-1
CCC1CCCCN1C(=O)CSc1nc2c(c(=O)n(C)c(=O)n2C)n1C (configuration not stated)	10	-1	-0.5	3	6	-2	8	1	-2
CC1CC(C)CN(S(=O)(=O)c2ccc(C(=O)N(C)Cc3ccccc3)cc2)C1 (configuration not stated)	21	-4	-1.7	16	3	2	-13	4	-1
C[C@H]1CN([C@@H](C)CO)C(=O)Cc2cc(NC(=O)CCC(F)(F)F)ccc2O[C@H]1CN(C)S(=O)(=O)c1ccc(F)cc1	8	-3	-0.2	0	5	7	43	4	-1
N#Cc1c(Oc2ccc3ccccc3c2)sc(C(=O)c2ccccc2)c1N	28	-3	4.4	8	14	6	75*	26	5
COc1ccc(NC(=S)NCc2cccs2)c(OC)c1	-9	-5	-0.3	-10	0	23	30	12	3
CC(C)(C)c1ccc(OCC(=O)O/N=C(\N)c2ccncc2)cc1	0	-4	1.7	12	-7	-2	-3	21	1
CC(C)CCNC(=O)CN(C(=O)Cn1nnc(-c2ccccc2F)n1)c1cccc2c1CCCC2	35	-3	-0.8	17	17	9	6	25	-2
COc1cc(OC)cc(C(=O)NCC2CCCN(Cc3ccc(SC)cc3)C2)c1 (configuration not stated)	-5	-3	-0.2	-24	10	-1	34	0	-5
Cc1ccc(C(=O)Nc2ccc3c(c2)C(=O)N(CC2CCCO2)C3=O)cc1 (configuration not stated)	2	2	3.4	-16	-8	-29	8	-29	-3
CCOC(=O)c1c(S(=O)(=O)NCC(=O)Nc2cccc(C)c2C)c(C)n(C)c1C	17	-1	-0.8	6	-3	13	16	9	-2
